Screening results: PubChem BioAssay, several laboratories
UGM FP inh – M. tuberculosis UGM enzyme inhibitors, primary screen, biochemical, fluorescence polarization, single point. inhibition, % at 10 µM. UDP-galactopyranose mutase (Mycobacterium tuberculosis (strain ATCC 25618 / H37Rv)), …. 320,000 tested, 0.06% active. purified UGM, fluorescence polarization probe displacement; in the data active = inhibition above about 10%, passing the limit was not always enough
Target sequence (P9WIQ1 whole entry, looked up): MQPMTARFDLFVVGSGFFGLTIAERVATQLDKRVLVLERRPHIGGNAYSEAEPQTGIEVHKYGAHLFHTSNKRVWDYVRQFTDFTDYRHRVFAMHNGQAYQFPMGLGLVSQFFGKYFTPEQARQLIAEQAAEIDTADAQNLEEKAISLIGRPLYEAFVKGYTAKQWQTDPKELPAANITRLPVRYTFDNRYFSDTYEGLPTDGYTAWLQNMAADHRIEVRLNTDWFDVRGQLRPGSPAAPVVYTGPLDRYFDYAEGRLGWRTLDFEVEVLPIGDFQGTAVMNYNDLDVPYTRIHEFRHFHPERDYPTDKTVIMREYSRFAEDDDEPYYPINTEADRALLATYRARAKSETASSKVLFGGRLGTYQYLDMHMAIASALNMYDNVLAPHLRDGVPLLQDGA
Rv3671c inh – Rv3671c serine protease inhibitors, primary screen, biochemical, fluorescence polarization, M. tuberculosis H37Rv | 320,000 tested, 0.048% active | inhibition, % at 5.96 µM | AID 2606, 2010 | P9WHR9; in the data active = inhibition above about 38%;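 note: extracellular domain of Rv3671c used as enzyme; 0% = enzyme with DMSO and 100% = no enzyme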
DUSP3 inh – VHR1 phosphatase inhibitors, primary screen, biochemical, absorbance, uHTS. Dual specificity protein phosphatase 3 (Homo sapiens), P51452. recombinant VHR phosphatase, pNPP absorbance. inhibition, % at 13.3 µM. 290,000 tested, 0.52% active. AID 1654, 2009; in the data active = inhibition above about 50%; note: some compounds called inactive have numbers as strong as hits
Target sequence (P51452 whole entry, looked up): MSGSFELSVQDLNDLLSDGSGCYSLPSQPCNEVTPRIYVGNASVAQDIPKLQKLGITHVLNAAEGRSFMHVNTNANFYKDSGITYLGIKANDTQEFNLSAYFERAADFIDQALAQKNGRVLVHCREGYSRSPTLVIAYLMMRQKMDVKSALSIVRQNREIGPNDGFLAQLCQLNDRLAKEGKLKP
BioA inh – M. tuberculosis BioA enzyme inhibitors, primary screen, biochemical, plate reader, single point, HTS; inhibition, % at 9.99 µM; 360,000 tested, 0.096% active; purified M. tuberculosis BioA enzyme; 7,8-diaminopelargonic acid synthase BioA (Mycobacterium tuberculosis); in the data active = inhibition above about 40%
PriA SSB inh – inhibitors of Klebsiella pneumoniae PriA binding to SSB C-terminal tail, primary screen, biochemical, AlphaScreen. PriA–SSB C-terminal tail interaction (Klebsiella pneumoniae). AlphaScreen SSBct-PriA binding, biotinylated peptide. AID 1272365, 2023. inhibition, % at 33 µM. 430,000 tested, 0.6% active; in the data active = inhibition mostly above about 37%, no sharp cut-off; inactive = mostly below about 20%;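 note: plate controls were negative control peptide for no effect and reference peptide for full effect; strong numbers were not always called active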
SARS 3CLpro inh – SARS-CoV 3CLpro protease inhibitors, primary screen, biochemical, quenched FRET; Replicase polyprotein 1ab (Severe acute respiratory syndrome coronavirus), P0C6X7; recombinant SARS-CoV 3CLpro, quenched FRET peptide cleavage; inhibition, % at 6 µM; 290,000 tested, 0.14% active; in the data active = inhibition above about 12%
Vc quorum ag – inducers of Vibrio cholerae quorum light production without autoinducers, primary screen, BH1578 luxS cqsA deficient, single point | V. cholerae BH1578 lux reporter, luminescence, 6 h | activation, % at 18.7 µM | 350,000 tested, 0.16% active | AID 588436, 2011; in the data active = activation mostly above about 9.7%, no sharp cut-off; note: not every result past the cut was called active; inactives centre near 0; reference of the scale not given here
MazF activator – activators of E. coli MazEF toxin-antitoxin RNase, primary screen, biochemical, fluorescence, uHTS. FAM/BHQ RNA-DNA oligo cleavage fluorescence, 5 h. AID 504720, 2011. 350,000 tested, 0.32% active. activation, % at 20 µM; in the data active = activation above about 50%
Target sequence (P0AE70 whole entry, looked up): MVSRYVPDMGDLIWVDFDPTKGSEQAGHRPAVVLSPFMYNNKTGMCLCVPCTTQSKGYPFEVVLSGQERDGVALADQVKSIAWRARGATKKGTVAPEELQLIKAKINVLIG
FBA Mtb inh – Mtb FBA enzyme inhibitors, primary screen, biochemical, fluorescence, strain H37Rv; Fructose-bisphosphate aldolase (Mycobacterium tuberculosis (strain ATCC 25618 / H37Rv)), …; purified M. tuberculosis FBA, fluorescence read-out; inhibition, % at 1 µM; 360,000 tested, 2.3% active; AID 588726, 2011; in the data active = inhibition above about 27%;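 note: 0% = vehicle and 100% = reference inhibitor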
Target sequence (P9WQA3 whole entry, looked up): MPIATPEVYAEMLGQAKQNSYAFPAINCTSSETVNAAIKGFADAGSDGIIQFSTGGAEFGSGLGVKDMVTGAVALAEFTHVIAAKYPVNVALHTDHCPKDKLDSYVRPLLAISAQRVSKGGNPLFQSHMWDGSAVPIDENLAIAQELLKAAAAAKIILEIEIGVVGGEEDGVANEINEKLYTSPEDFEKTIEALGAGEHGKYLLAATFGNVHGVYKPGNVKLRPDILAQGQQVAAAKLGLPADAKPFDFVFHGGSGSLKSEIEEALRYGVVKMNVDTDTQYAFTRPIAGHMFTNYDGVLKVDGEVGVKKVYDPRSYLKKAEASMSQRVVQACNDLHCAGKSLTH
GDH-TPI inh – GDH-TPI coupling enzyme inhibitors, primary screen, artefact control for M. tuberculosis FBA inhibitor project, biochemical, absorbance, full deck; GDH-TPI coupled enzyme counterscreen, NADH absorbance; inhibition, % at 4.8 µM; 360,000 tested, 1.2% active; in the data active = inhibition above about 30%;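 note: 0% = DMSO wells and 100% = wells lacking the enzyme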
* hit, by the source's call; & = joins results of further samples. The list is partial, so the mix of outcomes need not match the whole.

O=C(CN1CCN(C(=O)c2c(F)cccc2F)CC1)Nc1ccccc1F was read as UGM FP inh -0.7, Rv3671c inh -2, DUSP3 inh 10, BioA inh 0.2, PriA SSB inh -2, SARS 3CLpro inh -4, Vc quorum ag inactive, MazF activator 2, FBA Mtb inh 3 and GDH-TPI inh 9.
For O=C(N/N=C\CCc1ccccc1)c1ccco1 the results were UGM FP inh -0.5, Rv3671c inh 4, DUSP3 inh -8, SARS 3CLpro inh 6, Vc quorum ag -0.2, MazF activator 6, FBA Mtb inh 5 and GDH-TPI inh 4.
CC1CCN(C(=O)CC(NC(=O)c2ccccc2Cl)c2ccccc2)CC1 (configuration not stated) was read as UGM FP inh -0.5, Rv3671c inh 1, DUSP3 inh 7, BioA inh 0.0, PriA SSB inh -13, SARS 3CLpro inh 6, Vc quorum ag -0.1, MazF activator 0, FBA Mtb inh 3 and GDH-TPI inh -6.
For COCc1cc(C)nc(SCC[N+](C)(C)CC(=O)Nc2cccc(C)c2)c1C#N the results were UGM FP inh 0.1, Rv3671c inh 3, DUSP3 inh 2, PriA SSB inh 4, SARS 3CLpro inh 6, Vc quorum ag -1.6, MazF activator 17, FBA Mtb inh 0 and GDH-TPI inh 4.
CC(=O)c1ccc(CCCCc2ccc(C(C)=O)cc2)cc1 was read as BioA inh 1.3, PriA SSB inh -8, Vc quorum ag -1.8, MazF activator 5, FBA Mtb inh -3 and GDH-TPI inh 11.
Screening Cc1ccn(CCC(=O)NC2CCCc3c2cnn3-c2cccc(C)c2C)n1 (configuration not stated) returned UGM FP inh -1.7, Rv3671c inh 2, DUSP3 inh 5, BioA inh 0.0, PriA SSB inh 0, SARS 3CLpro inh -1, Vc quorum ag -0.4, MazF activator 10, FBA Mtb inh -1 and GDH-TPI inh -17.
Screening Cc1ccc(S(=O)(=O)N(C)C)cc1NC(=O)COC(=O)c1ccc2c(=O)n3c(nc2c1)CCC3 returned UGM FP inh -2.4, Rv3671c inh -1, PriA SSB inh 1, Vc quorum ag inactive, MazF activator 4, FBA Mtb inh 3 and GDH-TPI inh 4.
Screening CCCCCCCCN=C1NC(=O)CS1 returned UGM FP inh -1.2, Rv3671c inh -8, DUSP3 inh 25, PriA SSB inh -13, SARS 3CLpro inh 2, Vc quorum ag 1.4, MazF activator 1, FBA Mtb inh 0 and GDH-TPI inh -7.
Cc1cccc2sc(N(CCCN(C)C)C(=O)c3ccc(Cl)s3)nc12 was read as UGM FP inh -0.9, Rv3671c inh -1, DUSP3 inh -8, BioA inh 8.7, PriA SSB inh -1, SARS 3CLpro inh 5, Vc quorum ag -0.4, MazF activator 7, FBA Mtb inh -6 and GDH-TPI inh -18.
For O=C(NC(Cc1cnc[nH]1)C(=O)O)c1ccccc1 (configuration not stated) the results were UGM FP inh 0.8, Rv3671c inh 5, DUSP3 inh 20, BioA inh -3.5, PriA SSB inh -8, SARS 3CLpro inh 4, Vc quorum ag inactive, MazF activator -1, FBA Mtb inh 0 and GDH-TPI inh -2.
For CCOc1ccc(CN2CCN(Cc3ccon3)CC2CCO)cc1 (configuration not stated) the results were UGM FP inh -2.4, Rv3671c inh -7, DUSP3 inh 3, BioA inh 1.7, PriA SSB inh 5, SARS 3CLpro inh 3, Vc quorum ag inactive, MazF activator 8, FBA Mtb inh -1 and GDH-TPI inh 4.
For COc1ccccc1N1CCN(CC(=O)Nc2ccnn2C2CCCC2)CC1 the results were UGM FP inh -0.5, Rv3671c inh 2, BioA inh -0.6, PriA SSB inh 2, Vc quorum ag 0.6, MazF activator 2, FBA Mtb inh -1 and GDH-TPI inh 0.
`O=C(CN1C(=O)c2ccccc2S1(=O)=O)NCCSc1ccccc1` gave UGM FP inh 3.8, Rv3671c inh -4, DUSP3 inh 43, BioA inh 0.9, PriA SSB inh -9, SARS 3CLpro inh -3, Vc quorum ag inactive, MazF activator -7, FBA Mtb inh -6 and GDH-TPI inh -4.
Screening Cc1ccc(CCNC(=O)CCSCc2ccc(Cl)cc2)cc1 returned UGM FP inh -2.5, Rv3671c inh -9, DUSP3 inh 13, PriA SSB inh -5, SARS 3CLpro inh 0, Vc quorum ag inactive, MazF activator -5, FBA Mtb inh 1 and GDH-TPI inh 3.
O=C(NCCCN1CCOCC1)c1cc(Cl)ccc1Cl was read as UGM FP inh -2.0, Rv3671c inh 1, DUSP3 inh 24, BioA inh -0.4, PriA SSB inh -12, SARS 3CLpro inh 0, Vc quorum ag inactive, MazF activator 7, FBA Mtb inh -2 and GDH-TPI inh 11.
CCn1c(SCc2ccc([N+](=O)[O-])cc2)nnc1C(C)NC(=O)c1ccccc1Br (configuration not stated) was read as UGM FP inh 2.2, Rv3671c inh -4, DUSP3 inh 22, BioA inh -0.4, PriA SSB inh -12, SARS 3CLpro inh 4, Vc quorum ag inactive, MazF activator -1, FBA Mtb inh -3 and GDH-TPI inh -8.
Cc1cc(/C(N)=N/OC(=O)c2ccccc2Cl)no1 was read as UGM FP inh 0.2, Rv3671c inh -1, DUSP3 inh -5, BioA inh -2.1, SARS 3CLpro inh 7, Vc quorum ag -0.3, MazF activator 3, FBA Mtb inh 2 and GDH-TPI inh 1.
Screening Cc1cc(C)c2c(CC(=O)NNC(=O)c3ccccc3)coc2c1 returned UGM FP inh -4.3, Rv3671c inh -4, DUSP3 inh 19, BioA inh 0.3, PriA SSB inh -16, SARS 3CLpro inh 1, Vc quorum ag inactive, MazF activator 6, FBA Mtb inh -2 and GDH-TPI inh 6.
`Cn1c(O)c(N=NC(=O)c2ccccc2O)c2ccccc21` gave UGM FP inh -1.7, Rv3671c inh 6, DUSP3 inh 7, PriA SSB inh -2, SARS 3CLpro inh 3, Vc quorum ag -0.1, MazF activator 12, FBA Mtb inh -5 and GDH-TPI inh 28.
COc1ccc(O)c(CN2CCCC(C(=O)c3sccc3C)C2)c1 (configuration not stated) was read as UGM FP inh 0.0, Rv3671c inh -1, DUSP3 inh 30, BioA inh 5.2, PriA SSB inh 17, SARS 3CLpro inh 4, Vc quorum ag -0.9, MazF activator 6, FBA Mtb inh -1 and GDH-TPI inh 0.

Arranged by heavy-atom count (low to high): part of the list above.
O=C(NCCCN1CCOCC1)c1cc(Cl)ccc1Cl was read as UGM FP inh -2.0, Rv3671c inh 1, DUSP3 inh 24, BioA inh -0.4, PriA SSB inh -12, SARS 3CLpro inh 0, Vc quorum ag inactive, MazF activator 7, FBA Mtb inh -2 and GDH-TPI inh 11.
Screening Cc1ccn(CCC(=O)NC2CCCc3c2cnn3-c2cccc(C)c2C)n1 (configuration not stated) returned UGM FP inh -1.7, Rv3671c inh 2, DUSP3 inh 5, BioA inh 0.0, PriA SSB inh 0, SARS 3CLpro inh -1, Vc quorum ag -0.4, MazF activator 10, FBA Mtb inh -1 and GDH-TPI inh -17.
CCn1c(SCc2ccc([N+](=O)[O-])cc2)nnc1C(C)NC(=O)c1ccccc1Br (configuration not stated) was read as UGM FP inh 2.2, Rv3671c inh -4, DUSP3 inh 22, BioA inh -0.4, PriA SSB inh -12, SARS 3CLpro inh 4, Vc quorum ag inactive, MazF activator -1, FBA Mtb inh -3 and GDH-TPI inh -8.

Other results
Screening Cc1nn(-c2nnc(C)c(=O)[nH]2)c(C)c1SCC(=O)Nc1ccc(C(C)C)cc1 returned UGM FP inh 1.7, Rv3671c inh -6, DUSP3 inh 17, PriA SSB inh 11, SARS 3CLpro inh 3, Vc quorum ag inactive, MazF activator -3, FBA Mtb inh 3 and GDH-TPI inh -3.
Screening CC(O)CNc1nc2sc3c(c2c(=O)n1Cc1ccco1)CCCCC3 (configuration not stated) returned UGM FP inh 2.6, Rv3671c inh 1, DUSP3 inh -22, PriA SSB inh -4, SARS 3CLpro inh 6, Vc quorum ag -0.5, MazF activator 7, FBA Mtb inh -1 and GDH-TPI inh 15.
Cc1ccccc1N1CCN(C(=O)c2cc(-c3ccccc3)nc3c2cnn3C(C)C)CC1 was read as BioA inh -1.2, Vc quorum ag -0.2, MazF activator -7, FBA Mtb inh -2 and GDH-TPI inh -3.
Screening CCc1cccc(CC)c1NC(=O)COC(=O)C1(c2ccc(Cl)cc2)CCCC1 returned Rv3671c inh 3, DUSP3 inh 13, BioA inh -4.6, PriA SSB inh -7, SARS 3CLpro inh 3, Vc quorum ag inactive, MazF activator -10, FBA Mtb inh 1 and GDH-TPI inh 5.
`Cc1ccc(O)c(N=Nc2ccccc2)n1` gave UGM FP inh -2.4, Rv3671c inh -3, BioA inh -1.0, PriA SSB inh 9, Vc quorum ag inactive, MazF activator 7, FBA Mtb inh -10 and GDH-TPI inh 3.
For O=C(c1cnc2ccccc2n1)N1CCN(c2ccc(C(F)(F)F)cn2)CC1 the results were UGM FP inh -0.2, Rv3671c inh 2, DUSP3 inh 5, PriA SSB inh 4, SARS 3CLpro inh 4, Vc quorum ag -0.8, MazF activator -7, FBA Mtb inh -4 and GDH-TPI inh 31*.
COc1ccc(-n2c(Cc3cccn3C)nnc2SCC(=O)Nc2ccc(C(C)=O)cc2)cc1 was read as UGM FP inh 0.1, Rv3671c inh -2, DUSP3 inh 12, BioA inh 1.3, PriA SSB inh 8, SARS 3CLpro inh -2, Vc quorum ag -0.2, MazF activator 3, FBA Mtb inh 1 and GDH-TPI inh 5.
For COc1cc(/C=N/Nc2nc3c(c(=O)n(C)c(=O)n3C)n2Cc2ccccc2)ccc1OC(=O)c1ccco1 the results were UGM FP inh 2.2, Rv3671c inh -22, DUSP3 inh 24, BioA inh 4.5, SARS 3CLpro inh 4, Vc quorum ag -0.2, MazF activator 3, FBA Mtb inh 1 and GDH-TPI inh 33*.
O=C(c1cc(F)ccc1F)C1CCCN(Cc2ccc3nonc3c2)C1 (configuration not stated) was read as UGM FP inh -1.8, Rv3671c inh 5, DUSP3 inh 10, PriA SSB inh -20, SARS 3CLpro inh 2, Vc quorum ag inactive, MazF activator 5, FBA Mtb inh 2 and GDH-TPI inh 1.
`CC(C)(C)NC(=O)c1ccc2c(c1)N(CC(=O)NC1CCCC1)C(=O)C(C)(C)O2` gave UGM FP inh -0.7, Rv3671c inh -12, DUSP3 inh 21, BioA inh -0.6, PriA SSB inh -3, SARS 3CLpro inh 1, Vc quorum ag -0.2, MazF activator 0, FBA Mtb inh -1 and GDH-TPI inh -3.
For CCCCNC(=O)c1ccc(S(=O)(=O)c2ccc(Cl)cc2)c(NC(C)=O)c1 the results were UGM FP inh -0.6, Rv3671c inh 7, DUSP3 inh 36, BioA inh -0.5, PriA SSB inh -10, SARS 3CLpro inh 1, Vc quorum ag -1.5, MazF activator 5, FBA Mtb inh -1 and GDH-TPI inh 9.
For Cc1nc(SCC(=O)NCc2ccco2)[nH]c(=O)c1C the results were UGM FP inh -0.1, Rv3671c inh 4, DUSP3 inh 29, BioA inh -1.4, PriA SSB inh 3&1, SARS 3CLpro inh 6, Vc quorum ag -7.1, MazF activator -3, FBA Mtb inh 5 and GDH-TPI inh 6.
Screening COc1ccc(CNc2nc3nc(C)c(Cl)c(C)n3n2)cc1OC returned UGM FP inh -1.0, Rv3671c inh 3, BioA inh -2.0, PriA SSB inh -2, SARS 3CLpro inh 0, Vc quorum ag inactive, MazF activator 0, FBA Mtb inh -3 and GDH-TPI inh 11.
